M17LAP inhibition = P. falciparum M17LAP inhibitors, primary screen, biochemical, fluorogenic H-Leu-NHMec substrate, 1536-well (AID 1619). recombinant M17LAP, H-Leu-NHMec fluorogenic kinetic assay; higher % means a stronger effect. inhibition, % at 30 µM; hits with a dose series show IC50 in µM. hit rate 0.38% among 220,000;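 active means compound inhibiting the enzyme by more than half at any dose during confirmatory dose-response retesting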;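 further: plate controls were full reaction with DMSO carrier for no effect and no enzyme background for full effect; strong numbers were not always called active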
NOD2 inhibition = inhibition of NOD2-driven NF-kB reporter – cell-based, luminescence, uHTS, HEK293 (AID 1566) | HEK293 NOD2/NF-kB luciferase reporter, luminescence; higher % means a stronger effect | inhibition, % at 4 µM; hits with a dose series show EC50 in µM | hit rate 0.63% among 290,000; further: many of its hits are not listed in these tables
XIAP displacement = small molecules displacing peptide from XIAP – biochemical, IAP family, fluorescence polarization (AID 1018). hit rate 0.007% among 200,000. XIAP BIR domain, fluorescence polarization peptide displacement; higher % means a stronger effect. displacement, % at 20 µM; hits with a dose series show IC50 in µM; in the data active means displacement above about 50%; further: a part of the inactive calls stands beside numbers as strong as those of hits
CSM14.1 death rescue = protection against thapsigargin-triggered cell killing – 384-well, CSM14.1, ATP luminescence, primary screen (AID 1222); 190,000 tested, under 10 active; cellular ATP content (survival), % at 20 µM; hits with a dose series show EC50 in µM; CSM14.1 thapsigargin-induced death rescue, ATP luminescence; higher % means a stronger effect;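 active means EC50 below 50 µM in the dose-response confirmation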;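 further: death triggered by thapsigargin at about 15 µM added after 2 h compound pretreatment; cell ATP read after overnight thapsigargin exposure of roughly 18 to 22 hours; normalized against plate controls of thapsigargin alone and 5% DMSO vehicle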
M1AAP inhibition = malaria alanyl aminopeptidase activity blockers – biochemical, fluorogenic H-Leu-NHMec substrate, 1536-well (AID 1445) | recombinant M1AAP, H-Leu-NHMec fluorogenic kinetic assay; higher % means a stronger effect | inhibition, % at 30 µM, or IC50 in µM where a hit was titrated | hit rate 0.42% among 220,000;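 active means primary inhibition above the hit cutoff, then over 50% inhibition at one or more dose response concentrations, cut at about 23% in these data, passing the limit was not always enough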;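 further: plate controls were DMSO full reaction for no effect and no enzyme background for full effect; strong numbers were not always called active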
LYP phosphatase = inhibitors of LYP phosphatase, biochemical, fluorescence intensity, uHTS (AID 1779) | recombinant LYP phosphatase, fluorescence intensity; higher % means a stronger effect | one-dose inhibition, % at 11.5 µM; IC50 in µM for titrated hits | hit rate 0.054% among 290,000;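 further: plate controls were vehicle with enzyme for no effect and no enzyme for full effect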
SIAH1 antagonists = blockers of Siah-1 interaction with plectin peptide – biochemical, fluorescence polarization, rhodamine-plectin, uHTS, primary screen (AID 1817) | Siah-1 / rhodamine-plectin peptide fluorescence polarization; higher % means a stronger effect | one-dose displacement, % at 20 µM; IC50 in µM for titrated hits | hit rate 0.02% among 290,000;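 active means displacement of at least 50% at 20 µM, with a fluorescence ratio check between 0.3 and a set limit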;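 further: plate controls were Siah plus tracer with DMSO for no effect and tracer alone without Siah for full effect; strong numbers were not always called active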
AID2073 = inhibitors of Mint1-CaV2.2 protein interaction, biochemical, HTRF (AID 2073) | HTRF protein-protein interaction, Mint1-CaV2.2; higher % means a stronger effect | inhibition, % at 20 µM, or IC50 in µM where a hit was titrated | hit rate 0.19% among 290,000; in the data active means inhibition mostly above about 51%, no sharp cut-off; further: some results filed as inactive read as strong as hits
Lipid droplet = hepatic lipid droplet formation modulation | AML12 mouse hepatocytes, oleate lipid droplets, BODIPY imaging | inhibition, % at 6.5 µM | hit rate 0.4% among 240,000;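 active means lipid droplet intensity inhibited by at least 50%, with more than 500 cells counted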
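Assay system: AML12 hepatocytes (mouse); Probe or stimulus: oleic acid at 100 µM to induce lipid droplet formation; Dosing: compound at 6.5 µM only; Schedule: compound with oleate, overnight; Detection: fluorescence imaging, 20x objective, two fields per well; Measure: % inhibition of lipid droplet signal.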
Lipid droplet cells 6.5 µM = second read-out of Lipid droplet, no call of its own (marks repeat the call); cell count; measured here: cell count, cytotoxicity flag;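 cells counted across two imaged fields per well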
Active calls of the source: *; nt = no result given. Unless noted, no stated cut-off is given here; in the data, active means inhibition above about 50%; inactive means the rest.

(1) Cc1ccc(C)c(NC(=O)CSc2nccn2Cc2ccco2)c1
(2) CC1CC1C(=O)OCC(=O)NCc1ccc(Cl)cc1 (stereo not drawn)
(3) Cc1ccc(NS(=O)(=O)c2cc(N)ccc2Cl)c(C)c1
(4) CC(C)N1CCN(Cc2cccc3nonc23)CC1CCO (stereo not drawn)
(5) COc1ccccc1-c1nnc(NC(=O)C2=COCCO2)o1
(6) Cc1ccccc1N1CC(O)(c2cccs2)[N+]2=C1CCCC2 (stereo not drawn)
(7) COc1cccc(CNC(=O)c2ccc3nc[nH]c3c2)c1
(8) COc1ccc(OC(C)C(=O)NCC2CCCO2)cc1 (stereo not drawn)
screen / no.	1	2	3	4	5	6	7	8
M17LAP inhibition	nt	11%	0%	13%	11%	-14%	-3%	nt
NOD2 inhibition	-14%	5%	-16%	2%	16%	-3%	6%	11%
XIAP displacement	nt	-5.3%	nt	-6.0%	-14%	-3.2%	-3.0%	nt
CSM14.1 death rescue	nt	-4.5%	nt	-1.4%	-4.4%	-1.1%	-2.5%	nt
M1AAP inhibition	nt	12%	-1%	-1%	1%	7%	-3%	nt
LYP phosphatase	-9%	-5%	-7%	-10%	-3%	-6%	-7%	-7%
SIAH1 antagonists	2%	-6%	-3%	3%	-1%	3%	-4%	2%
AID2073	7%	4%	10%	6%	-1%	-5%	10%	0%
Lipid droplet	-21	-7	-37	-18	-1	1	nt	4
Lipid droplet cells 6.5 µM	830	799	685	653	598	701	nt	623

Compounds 4 through 5, quoted:
(4) CC(C)N1CCN(Cc2cccc3nonc23)CC1CCO (stereo not drawn)
(5) COc1ccccc1-c1nnc(NC(=O)C2=COCCO2)o1
screen / no.	4	5
M17LAP inhibition	13%	11%
NOD2 inhibition	2%	16%
XIAP displacement	-6.0%	-14%
CSM14.1 death rescue	-1.4%	-4.4%
M1AAP inhibition	-1%	1%
LYP phosphatase	-10%	-3%
SIAH1 antagonists	3%	-1%
AID2073	6%	-1%
Lipid droplet	-18	-1
Lipid droplet cells 6.5 µM	653	598

Further compounds
(9) COc1ccccc1N1CCN(C2CCCN(C(=O)c3ccnc4ccc(C)cc34)C2)CC1 (stereo not drawn)
(10) O=C(Nc1ccccc1CC[N+](=O)[O-])N1CCN(c2ccccc2)CC1
(11) COC(=O)c1ccc([C@H]2C=C(C(=O)O)O[C@@H](OCc3ccc(CO)cc3)C2)cc1
(12) COc1ccccc1-n1c(C)c2c(OC)cccc(=O)c2c1C
(13) CC1(OC(=O)CCc2ccccc2)C(=O)C=C2C=C(c3ccc(C#N)cc3)N(CCc3ccccn3)C=C2C1=O (stereo not drawn)
(14) CCOC(=O)c1ccc(NC(=S)N2CCSC2c2c(F)cc(F)cc2F)cc1 (stereo not drawn)
(15) CCn1c(=O)c2cc(C(=O)Nc3ccccc3OC)sc2c2ccccc21
(16) CCc1[nH]nc2c1C(C(C)C)C(C#N)=C(N)O2 (stereo not drawn)
screen / no.	9	10	11	12	13	14	15	16
M17LAP inhibition	nt	-10%	-3%	-1%	9%	-1%	1%	16%
NOD2 inhibition	0%	-5%	12%	10%	-1%	12%	48%	-5%
XIAP displacement	nt	2.3%	nt	-8.6%	nt	-4.4%	nt	-8.3%
CSM14.1 death rescue	nt	1.6%	nt	0.1%	nt	-0.6%	nt	-4.0%
M1AAP inhibition	nt	6%	3%	2%	0%	2%	1%	2%
LYP phosphatase	-5%	-3%	-10%	-1%	-5%	-3%	2%	-14%
SIAH1 antagonists	-2%	0%	11%	-3%	-2%	0%	10%	-2%
AID2073	7%	-2%	-8%	18%	10%	-18%	26%	-3%
Lipid droplet	-10	-8	25	1	1	-10	-12	nt
Lipid droplet cells 6.5 µM	819	687	716	637	756	467	737	nt

Quoted from the listing:
Entry for cpd 11 in M1AAP inhibition: 3%
Entry for cpd 14 in Lipid droplet: -10

Following part:
(17) CS(=O)(=O)c1ccc(Cl)c(NC(=O)Cc2c(Cl)cccc2Cl)c1
(18) COc1ccccc1NS(=O)(=O)c1cc(NC(=O)CNC(=O)c2ccc(C)s2)ccc1Cl
(19) COc1ccc(OCC(O)CNC(=O)c2cccs2)cc1 (stereo not drawn)
(20) O=C(O)C1(c2ccccc2)CCN(S(=O)(=O)c2ccc(Br)cc2)CC1
(21) Cc1nc(N2CCCC2C(=O)O)c2oc3ccccc3c2n1 (stereo not drawn)
(22) Cc1ccc(N2CCN(c3ccc(C)cc3)C2c2ccncc2)cc1
(23) CC(C)Cc1c(O)nc(SCC(=O)N2CCCCCC2)[nH]c1=O
(24) CCc1ccc(/C=N/NC(=O)c2cc(C)on2)s1
screen / no.	17	18	19	20	21	22	23	24
M17LAP inhibition	-4%	12%	6%	nt	5%	-8%	nt	13%
NOD2 inhibition	-2%	-13%	10%	6%	7%	12%	28%	2%
XIAP displacement	-8.6%	-7.7%	nt	nt	-2.9%	-6.9%	nt	-0.3%
CSM14.1 death rescue	-1.4%	-2.0%	nt	nt	0.7%	0.5%	nt	-2.2%
M1AAP inhibition	11%	-5%	-3%	nt	3%	6%	nt	8%
LYP phosphatase	-5%	8%	-8%	-8%	0%	-7%	-6%	5%
SIAH1 antagonists	-3%	0%	-5%	-4%	2%	-1%	6%	10%
AID2073	27%	1%	0%	6%	-2%	-2%	12%	9%
Lipid droplet	-8	-18	4	6	nt	nt	12	2
Lipid droplet cells 6.5 µM	687	544	647	809	nt	nt	827	652

(25) Clc1ncnc2scc(-c3ccc(Br)cc3)c12
(26) CCN(CC)C(=O)C1CCCN(Cc2ccc3ccccc3c2)C1 (stereo not drawn)
(27) O=C(Cc1ccc(Cl)cc1)Nc1ccc(N2CCN(C(=O)c3ccco3)CC2)cc1
(28) CCOC(=O)CC(N)c1cccc([N+](=O)[O-])c1 (stereo not drawn)
(29) COc1cccc(C(=O)N/N=C/c2ccc(OC)c(COc3ccccc3C(N)=O)c2)c1
(30) O=C(COC(=O)c1ccc(Cl)nc1)NCCC1=CCCCC1
(31) O=C(Cc1ccc(Cl)cc1Cl)NCC1(N2CCOCC2)CCCCC1
(32) CCCOP(=O)(c1ccc(N(C)C)cc1)C(Nc1ccccc1)c1ccc(N(C)C)cc1 (stereo not drawn)
screen / no.	25	26	27	28	29	30	31	32
M17LAP inhibition	6%	nt	1%	0%	nt	-2%	3%	8%
NOD2 inhibition	15%	-4%	22%	6%	14%	-8%	-3%	12%
XIAP displacement	-1.5%	nt	-15%	1.1%	nt	-7.6%	-5.2%	-7.2%
CSM14.1 death rescue	0.0%	nt	1.8%	-0.7%	nt	-1.1%	-0.5%	-0.2%
M1AAP inhibition	2%	nt	7%	4%	nt	2%	4%	2%
LYP phosphatase	-2%	-4%	-6%	-1%	-4%	-4%	-4%	-1%
SIAH1 antagonists	7%	3%	0%	0%	-4%	-1%	0%	-6%
AID2073	-14%	1%	2%	-2%	10%	-4%	0%	2%
Lipid droplet	8	-2	1	13	10	16	30	-5
Lipid droplet cells 6.5 µM	402	821	758	703	745	699	690	690

(33) Cc1cc(C)nc(N/N=C/c2ccccc2OCc2ccc(Cl)cc2)n1
(34) Cc1nn(CC(=O)OCCOc2ccc(Br)cc2)c(C)c1[N+](=O)[O-]
(35) O=C(Nc1nccs1)C1CCN(S(=O)(=O)c2c(Cl)cccc2Cl)CC1
(36) O=C1CC(c2ccccc2)CC(O)=C1C=Nc1ccccc1O (stereo not drawn)
(37) COc1cc(OC)c(OC)cc1CN1CCN(S(=O)(=O)c2ccc(F)cc2)CC1
(38) COc1ccc(NC(=O)CC23CC4CC(CC(C4)C2)C3)cn1
(39) Cc1c(NC(=O)c2coc(=O)c(Br)c2)c(=O)n(-c2ccccc2)n1C
(40) COCCn1c(SCC(=O)Nc2ccc3c(c2)CCC3)nc2ccccc2c1=O
screen / no.	33	34	35	36	37	38	39	40
M17LAP inhibition	8%	-8%	-9%	1%	3%	9%	-16%	-18%
NOD2 inhibition	-55%	7%	0%	14%	-3%	17%	5%	-3%
XIAP displacement	-1.7%	-2.4%	-0.3%	-0.1%	-5.0%	-0.5%	-6.6%	1.5%
CSM14.1 death rescue	-0.5%	-1.8%	0.4%	0.5%	-3.8%	-1.0%	3.9%	13%
M1AAP inhibition	10%	2%	3%	18%	-3%	-1%	10%	5%
LYP phosphatase	0%	-5%	1%	-9%	2%	-5%	-4%	5%
SIAH1 antagonists	6%	1%	1%	5%	6%	17%	4%	16%
AID2073	8%	-11%	-9%	6%	-2%	-4%	1%	-5%
Lipid droplet	20	-12	-5	-8	-3	2	-6	-18
Lipid droplet cells 6.5 µM	685	715	761	688	800	739	733	626

4 compounds out of the list above, ordered by their value in M17LAP inhibition, largest number first.
| nr | canonical_smiles | M17LAP inhibition |
| --- | --- | --- |
| 36 | O=C1CC(c2ccccc2)CC(O)=C1C=Nc1ccccc1O (stereo not drawn) | 1% |
| 35 | O=C(Nc1nccs1)C1CCN(S(=O)(=O)c2c(Cl)cccc2Cl)CC1 | -9% |
| 39 | Cc1c(NC(=O)c2coc(=O)c(Br)c2)c(=O)n(-c2ccccc2)n1C | -16% |
| 40 | COCCn1c(SCC(=O)Nc2ccc3c(c2)CCC3)nc2ccccc2c1=O | -18% |

The listing continues:
(41) CCOC(=O)CN1C(=O)N[C@@H](c2ccc(Br)cc2)C(C(C)=O)=C1C
(42) CCn1c(CSCc2ccc(C)cc2)nnc1SCC(=O)N1CCN(c2ccccc2)CC1
(43) O=C1NC(C(F)(F)F)(C(F)(F)F)N=C2SC=CN12
(44) COC(=O)c1ccc(-c2nc(-c3cccs3)no2)cc1
(45) Cc1cccc(N2CCN(C(=O)NC3CCCCC3)CC2)c1C
(46) COc1ccc(NC(=O)c2ccc(-n3cnnn3)cc2)c([N+](=O)[O-])c1
(47) CC(=O)Nc1ccc(C(=O)OCC(=O)NCc2ccc(Cl)cc2)cc1
(48) O=C(CSc1nnc(CCCN2C(=O)c3cccc4cccc(c34)C2=O)n1-c1ccccc1)N1CCN(CCO)CC1
(49) CC(SCc1ccccc1)C(=O)Nc1ccccc1-c1ccccc1 (stereo not drawn)
(50) CNC(=O)c1sc(-c2ccccc2)nc1C
screen / no.	41	42	43	44	45	46	47	48	49	50
M17LAP inhibition	7%	9%	-9%	-2%	nt	nt	16%	-4%	2%	7%
NOD2 inhibition	16%	2%	20%	-122%	-12%	-16%	12%	8%	-26%	-4%
XIAP displacement	-7.6%	-6.0%	nt	-5.8%	nt	nt	-1.2%	-8.7%	-15%	-3.4%
CSM14.1 death rescue	-1.0%	6.6%	nt	-2.8%	nt	nt	-1.2%	3.5%	1.8%	-2.8%
M1AAP inhibition	1%	-2%	-1%	6%	nt	nt	0%	10%	0%	2%
LYP phosphatase	1%	3%	-8%	-3%	-6%	-8%	-10%	-2%	-4%	-16%
SIAH1 antagonists	6%	5%	-3%	0%	-2%	-5%	8%	2%	-6%	-6%
AID2073	2%	-9%	10%	2%	15%	13%	-12%	-2%	-6%	-8%
Lipid droplet	-17	8	-10	nt	nt	19	2	-2	-26	4
Lipid droplet cells 6.5 µM	688	737	696	nt	nt	739	692	668	618	857

Bioassay records: PubChem, several laboratories

The list is partial. The share of hits here may be higher or lower than overall.
